Vc quorum ag = quorum light induction in luxS cqsA deficient V. cholerae; V. cholerae BH1578 lux reporter, luminescence, 6 h; activation, % at 18.7 µM; 0.16% of 350,000 active; AID 588436; in the data active = activation mostly above about 9.7%, no sharp cut-off; inconclusive = no clear call, values can overlap the other calls; inactive = mostly below about 3.7%; note: not every result past the cut was called active; inactives centre near 0; reference of the scale not given here
SSB-PriA inh = inhibitors of Klebsiella pneumoniae PriA binding to SSB C-terminal tail. AlphaScreen SSBct-PriA binding, biotinylated peptide. inhibition, % at 33 µM. 0.6% of 430,000 active. AID 1272365; in the data active = inhibition mostly above about 37%, no sharp cut-off; inactive = mostly below about 20%;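 note: plate controls were negative control peptide for no effect and reference peptide for full effect; strong numbers were not always called active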
DUSP3 inh = DUSP3 (human) phosphatase inhibition; P51452; recombinant VHR phosphatase, pNPP absorbance; inhibition, % at 13.3 µM; 0.52% of 290,000 active; in the data active = inhibition above about 50%; note: some compounds called inactive have numbers as strong as hits
TcdB GH inh = TcdB glycohydrolase inhibition | 0.24% of 350,000 active | P18177 | inhibition, % at 9.99 µM | AID 652162 | TcdB glycohydrolase enzymatic assay, plate reader; in the data active = inhibition above about 10%
BoNT A protease = inhibitors of Botulinum neurotoxin A light chain protease. multiplex microsphere protease substrate cleavage, flow cytometry. inhibition, % at 10 µM. 0.17% of 360,000 active. AID 588499; note: plate controls were buffer without enzyme for full effect and enzyme alone for no effect
SARS 3CLpro inh = SARS-CoV 3CLpro protease inhibition | 0.14% of 290,000 active | AID 1706 | P0C6X7 | recombinant SARS-CoV 3CLpro, quenched FRET peptide cleavage | inhibition, % at 6 µM; in the data active = inhibition above about 12%
PfHsp40 rescue = compounds rescuing yeast from Plasmodium falciparum HSP40 toxicity; S. cerevisiae expressing PfHsp40, growth rescue, ATP luminescence; growth rescue, % at 12.5 µM; 0.68% of 340,000 active; in the data active = growth rescue above about 28%, passing the limit was not always enough; inconclusive = no clear call, values can overlap the other calls;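 note: yeast W303a lacking pdr1 and pdr3 grown in galactose medium; growth measured after three days at 30 °C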
Y pestis TopoI = blocks Yersinia pestis topoisomerase I activity; Y. pestis Topo-I cleavage product accumulation, plate reader; activity, % at 10 µM; 0.064% of 360,000 active; AID 504884; in the data active = activity above about 50%, passing the limit was not always enough; inconclusive = no clear call, values can overlap the other calls; note: inactives centre near 2
Anthrax LF prot = blocks Bacillus anthracis lethal factor protease; P15917; multiplex microsphere protease cleavage assay, LF; inhibition, % at 10 µM; 0.12% of 360,000 active; note: plate controls were buffer without enzyme for full effect and enzyme alone for no effect
CCHFV vOTU inh = CCHFV vOTU protease inhibition. AID 651958. Pep-AMC fluorescence. 0.55% of 370,000 active. inhibition, % at 11.5 µM; in the data active = inhibition above about 30%; note: 0% = vehicle wells with enzyme and 100% = no enzyme wells
Active calls of the source: *; i = inactive; ? = inconclusive; / = no result given. Cut-off read from the data, not from the text of the source, unless noted: active = inhibition above about 30%; inconclusive = no clear call, values can overlap the other calls; inactive = below that.

Sequence of screens: Vc quorum ag	SSB-PriA inh	DUSP3 inh	TcdB GH inh	BoNT A protease	SARS 3CLpro inh	PfHsp40 rescue	Y pestis TopoI	Anthrax LF prot	CCHFV vOTU inh
CC(OC(=O)C1CC1C)C(=O)Nc1ccc(Cl)cn1 (stereo not given)
    -5.0	-10	/	-0.2	1.7	/	-0.8	-4	1	-5
O=C(COC(=O)C1CCC1)Nc1cccc(Cl)c1
    i	-16	/	8.3	-6.3	/	-0.7	8	?	3
Cc1cccnc1NC(N)=S
    -0.4	-3	9	1.0	-1.2	1	0.2	5	-3	-10
N#CC1(c2nc3ccccc3[nH]2)CC1c1ccc2c(c1)OCO2 (stereo not given)
    -0.4	5	-5	/	2.4	1	0.5	-3	1	-17
COc1ccc(-c2nc(CC(=O)Nc3cccc(S(=O)(=O)NC4=NCCC4)c3)cs2)cc1
    i	2	/	1.1	1.5	/	1.0	20	0	3
CC(CCc1ccccc1)NC(=O)COC(=O)c1ccc(S(C)(=O)=O)c([N+](=O)[O-])c1 (stereo not given)
    i	-2	19	1.6	-0.5	0	-1.3	-1	4	8
CN1C=Nc2c(ncn2C2CCC(CO)O2)C1O (stereo not given)
    /	/	/	-0.1	-0.1	/	/	/	-4	-4
O=C(c1ccc(Cl)c(S(=O)(=O)N2CCCCCC2)c1)N1CCN(c2ccccn2)CC1
    0.4	-4	35	/	-0.1	-1	-2.2	9	-3	-11
Cc1cc(Cl)ccc1NC(=S)NCCCO
    -0.1	-11	-1	-0.6	-0.3	0	-0.5	7	-1	-7
N/C(=N\OC(=O)c1ccccc1)C(Cc1ccccc1)C(=O)NOC(=O)c1ccccc1 (stereo not given)
    i	/	/	-1.7	-0.4	/	-1.5	2	-2	4
CSc1nc(-c2ccco2)nn1C(=O)c1ccccc1Cl
    i	-6	27	-0.3	0.6	-6	-1.7	2	4	0
Cn1ccc2c(-c3ccc(F)cc3)cc3c(c21)C1CCC3C1 (stereo not given)
    /	/	/	1.6	6.3	/	/	/	5	2
O=C(NC1CCCCC1)Oc1ccccc1
    -0.5	-9	13	0.2	0.0	-2	0.3	-13	-8	1
CCN(CC(=O)Nc1sc2c(c1C#N)CCC(C)C2)Cc1nc2ccccc2c(=O)[nH]1 (stereo not given)
    i	-1	19	3.7	-1.7	2	-0.1	13	-5	-4
Cc1nc(Cl)sc1C(=O)Nc1ccc(F)cc1
    -0.2	-6	/	0.5	0.0	/	-0.1	-5	15	-16

Complete entries, quoted from the list. Order of values: Vc quorum ag	SSB-PriA inh	DUSP3 inh	TcdB GH inh	BoNT A protease	SARS 3CLpro inh	PfHsp40 rescue	Y pestis TopoI	Anthrax LF prot	CCHFV vOTU inh
`CC(CCc1ccccc1)NC(=O)COC(=O)c1ccc(S(C)(=O)=O)c([N+](=O)[O-])c1` (stereo not given) as listed: i	-2	19	1.6	-0.5	0	-1.3	-1	4	8
`O=C(NC1CCCCC1)Oc1ccccc1` as listed: -0.5	-9	13	0.2	0.0	-2	0.3	-13	-8	1
`CSc1nc(-c2ccco2)nn1C(=O)c1ccccc1Cl` as listed: i	-6	27	-0.3	0.6	-6	-1.7	2	4	0
`N/C(=N\OC(=O)c1ccccc1)C(Cc1ccccc1)C(=O)NOC(=O)c1ccccc1` (stereo not given) as listed: i	/	/	-1.7	-0.4	/	-1.5	2	-2	4
`COc1ccc(-c2nc(CC(=O)Nc3cccc(S(=O)(=O)NC4=NCCC4)c3)cs2)cc1` as listed: i	2	/	1.1	1.5	/	1.0	20	0	3

Other records follow:
Sequence of screens: Vc quorum ag	SSB-PriA inh	DUSP3 inh	TcdB GH inh	BoNT A protease	SARS 3CLpro inh	PfHsp40 rescue	Y pestis TopoI	Anthrax LF prot	CCHFV vOTU inh
Cc1cccc(C(=O)NC(=S)N2CCN(C)CC2)c1
    1.8	-10	27	/	0.7	-1	0.2	0	3	-14
Cc1nn(CC(=O)O)c2ccccc12
    -0.9	-4	17	/	0.0	2	0.3	3	-3	-5
CCCOc1ccc(F)cc1-c1cc(C(=O)NCc2ccco2)[nH]n1
    5.0	/	/	1.4	-0.2	/	/	9	0	7
CCOCC(=O)Nc1nc(C)cc(C)n1
    -0.3	2	-8	-0.5	0.1	4	1.0	3	-2	-6
O=[N+]([O-])c1ccc(C2=NCCO2)cc1
    -0.6	-15	0	0.8	2.4	0	-1.2	3	9	-7
O=C(Nc1nnc([C@H]2C[C@H](O)[C@@H](CO)O2)s1)C(c1ccccc1)c1ccccc1
    -0.5	/	/	1.4	-0.3	/	/	4	2	-2
COc1ccc(C(=O)Nc2ccc(Cl)cc2C(=O)N2CCCC(C)C2)cc1OC (stereo not given)
    -0.6	-11	8	/	-0.6	3	0.1	5	-2	5
Cc1ccccc1OCC(=O)Nc1ccncc1
    -0.3	4	8	1.0	1.9	-2	-0.3	1	-4	6
Oc1ccccc1N1CCN(C(=S)Nc2ccc(SC(F)F)cc2)CC1
    i	-3	14	0.7	-1.2	4	-2.3	10	-4	0
Cc1ccc(OCC(=O)n2nc(C)cc2C)c(C)c1
    -0.6	-14	10	/	-0.5	1	0.7	0	2	-4
CN(CCc1ccccc1)C(=O)c1cccc(NC(=O)Cc2cccc(NC(=O)C3CCN(C(=O)c4ccccc4)CC3)c2)c1
    -1.4	-6	/	0.7	-0.1	/	0.1	-4	3	1
CCOC(=O)c1c(NC(NC(C)=O)C(Cl)(Cl)Cl)sc(C(C)=O)c1C (stereo not given)
    i	-29	13	/	0.6	4	0.1	2	-1	6
Cc1ccnc(NC(=S)NC(=O)/C=C/c2ccccc2)c1
    i	-8	30	1.1	-0.1	0	0.1	2	0	5
Cc1ccccc1/C=N\NC(=O)c1ccccc1-n1cccc1
    -0.5	/	13	-0.6	-2.1	1	-0.6	7	4	10
CC(C)(C)c1ccc(C(=O)N2CCC3(CC2)NCCc2[nH]cnc23)cc1
    -0.9	15	45	2.8	1.4	-2	-0.1	-5	0	0

Next part.
Sequence of screens: Vc quorum ag	SSB-PriA inh	DUSP3 inh	TcdB GH inh	BoNT A protease	SARS 3CLpro inh	PfHsp40 rescue	Y pestis TopoI	Anthrax LF prot	CCHFV vOTU inh
Cc1ccc(-c2cc(C(=O)OCn3nnc4ccccc4c3=O)c3ccccc3n2)cc1
    -0.2	2	13	/	-0.2	3	-1.1	11	2	-3
O=C(CN1CCN(c2ccc(O)cc2)CC1)NC(c1ccccc1)c1ccccc1
    i	8	-2	-2.3	-0.9	2	0.4	2	-3	-4
O=c1[nH]c2ccccc2nc1NCc1ccccc1
    i	-12	-14	1.5	1.6	1	1.1	6	9	3
O=C(COC(=O)C1CCN(c2ccc(C(F)(F)F)cn2)CC1)c1ccccc1Cl
    -0.9	-21	/	6.4	-6.7	/	0.7	52*	-6	-1
COCCN(CCOC)S(=O)(=O)c1ccc(C(=O)Nc2nnc(C3CC3)o2)cc1
    i	16	-2	/	0.8	-1	-0.3	-9	-4	11
COc1cc(C(c2c(C)[nH][nH]c2=O)c2c(C)[nH][nH]c2=O)ccc1OS(=O)(=O)c1ccccc1
    i	-20	16	/	-1.0	7	-2.0	8	-4	-12
OCCCNCc1ccc(Cl)cc1Cl
    2.9	-7	22	-0.2	-0.5	2	-1.0	1	-5	8
Cc1ccn2c(c1)nc(=S)n2C(=O)c1ccccc1
    3.4	-9	-6	0.8	1.5	-2	-0.8	3	0	9
COc1cccc(C2/C(=C(/O)c3ccc4c(c3)OCO4)C(=O)C(=O)N2CCN2CCOCC2)c1 (stereo not given)
    1.6	/	19	3.4	-2.7	8	-1.0	10	0	18
COCCCNC(=O)CN1CCN(Cc2ccccc2Cl)C1=O
    /	-3	0	0.4	-1.5	-5	-0.9	-3	-1	-3
C[C@@H]1CN([C@H](C)CO)S(=O)(=O)c2ccc(Br)cc2O[C@@H]1CN(C)C(=O)Nc1ccc(C(F)(F)F)cc1
    -1.1	/	/	1.7	-0.3	/	/	15	3	8
CCOc1ccc(NC2C=CS(=O)(=O)C2)cc1 (stereo not given)
    -28	6	25	/	1.0	6	-0.8	10	11	-6
N#Cc1ccccc1NC(=O)CNc1ccc(Cl)c(C(F)(F)F)c1
    0.7	-7	36	/	-0.1	6	-1.0	-6	1	-2
CCN(CC(=O)NCc1cccs1)C(=O)/C=C/c1cccc(Br)c1
    i	8	/	3.6	-12	/	0.5	0	1	-3
O=C(CCNC(=O)c1ccc([N+](=O)[O-])cc1)Nc1ccc(S(=O)(=O)N2CCOCC2)cc1
    -0.6	-20	/	1.3	-2.0	/	-1.0	3	0	0

2 consecutive entries out of the list so far:
Sequence of screens: Vc quorum ag	SSB-PriA inh	DUSP3 inh	TcdB GH inh	BoNT A protease	SARS 3CLpro inh	PfHsp40 rescue	Y pestis TopoI	Anthrax LF prot	CCHFV vOTU inh
O=C(COC(=O)C1CCN(c2ccc(C(F)(F)F)cn2)CC1)c1ccccc1Cl
    -0.9	-21	/	6.4	-6.7	/	0.7	52*	-6	-1
COCCN(CCOC)S(=O)(=O)c1ccc(C(=O)Nc2nnc(C3CC3)o2)cc1
    i	16	-2	/	0.8	-1	-0.3	-9	-4	11

(list continues)
Sequence of screens: Vc quorum ag	SSB-PriA inh	DUSP3 inh	TcdB GH inh	BoNT A protease	SARS 3CLpro inh	PfHsp40 rescue	Y pestis TopoI	Anthrax LF prot	CCHFV vOTU inh
Cc1c(Nc2scc(-c3ccccc3)[n+]2-c2ccccc2)c(=O)n(-c2ccccc2)n1C
    -1.6	13	26	/	-0.2	4	-0.5	26	0	/
CCOc1ccc(-c2noc(CCC(=O)NCC3CCCO3)n2)cc1OC (stereo not given)
    -0.2	3	12	1.4	0.4	-7	0.9	5	0	8
CC(CCc1ccccc1)NC(=O)C1CCCN(c2nnc(-n3cccc3)s2)C1 (stereo not given)
    /	0	12	0.0	-0.1	-7	0.4	29	1	1
O=C(Oc1ccc(C(=S)N2CCOCC2)cc1)c1ccc([N+](=O)[O-])cc1
    i	-10	0	0.2	0.6	4	-1.9	-1	-5	-13
COc1ccc(C=NCCC2(O)CC(C)N(C)CC2C)cc1 (stereo not given)
    -6.2	1	0	/	1.7	2	-1.3	-11	3	-4
CCc1nc(SCC(=O)Nc2ccc(N(CC)CC)cc2)n[nH]1
    5.9	2	/	1.3	0.1	/	-0.5	10	-3	-1
CC(C)N1C(=O)C(=O)N(CC(=O)N2c3ccccc3NC(=O)CC2C)C1=O (stereo not given)
    -0.2	-2	/	-1.0	7.3	/	-0.5	10	5	7
COc1ccc(N2CCN(CC(=O)Nc3sccc3C#N)CC2)cc1
    -0.2	15	5	/	0.1	-4	-1.7	6	-4	-8
Cc1c(/C=N/NC(=O)CNc2ccccc2)c2ccccn2c1C(=O)c1ccncc1
    i	/	30	1.0	-0.4	3	-2.0	0	0	-4
c1cc(-c2nnc(-c3ccncc3)o2)ccn1
    -0.7	-1	11	/	1.0	-2	0.8	3	4	5
COc1cccc(/C=C/C(=O)OCC(=O)c2cc(C)n(CC3CCCO3)c2C)c1OC (stereo not given)
    /	-8	5	1.2	0.2	0	-0.9	18	-1	6
COc1ccc(/C=N/Nc2cc(C)nc(NS(=O)(=O)c3ccc(C)cc3)n2)cc1
    6.7	/	-12	1.6	-0.9	-2	1.0	10	0	3
O=C(NCC1CCCO1)c1ccc(COc2ccccc2Br)cc1 (stereo not given)
    i	-15	12	2.4	-1.5	2	1.1	9	-6	-10
CCOC(=O)CSC1=N/C(=C\c2cccnc2)C(=O)N1c1ccc(OC)cc1
    -1.1	-1	-6	/	-0.7	3	1.6	3	0	4
CC(Sc1cnccn1)C(=O)O (stereo not given)
    0.2	-20	21	1.4	0.1	1	-0.6	-5	-5	-11

2 entries from above, set out differently:
Molecule	Vc quorum ag	SSB-PriA inh	DUSP3 inh	TcdB GH inh	BoNT A protease	SARS 3CLpro inh	PfHsp40 rescue	Y pestis TopoI	Anthrax LF prot	CCHFV vOTU inh
COc1ccc(C=NCCC2(O)CC(C)N(C)CC2C)cc1 (stereo not given)	-6.2	1	0	/	1.7	2	-1.3	-11	3	-4
CCc1nc(SCC(=O)Nc2ccc(N(CC)CC)cc2)n[nH]1	5.9	2	/	1.3	0.1	/	-0.5	10	-3	-1

These rows are one share of the data, so the mix of outcomes need not match the whole.
